KOR beta-arrestin-1: KOR antagonists, beta-arrestin recruitment, cell-based, luminescence, uHTS (AID 1778) | 290,000 compounds, 0.091% hits | inhibition, % at 10 µM, or IC50 in µM where a hit was titrated | KOR beta-arrestin recruitment, luminescence, antagonist mode; higher % means a stronger effect; further: strong numbers were not always called active
NOD1 NF-kB reporter: inhibition of NOD1-driven NF-kB reporter – cell-based, luminescence, uHTS, primary screen (AID 1578); 290,000 compounds, 1% hits; NOD1-driven NF-kB luciferase reporter cells, luminescence; higher % means a stronger effect; one-dose inhibition, % at 4 µM; EC50 in µM for titrated hits; in the data active means inhibition mostly above about 36%, no sharp cut-off; inactive means mostly below about 34%;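 further: HEK-293T reporter cells stimulated with the NOD1 agonist gamma-tri-DAP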
West Nile antiviral: West Nile virus antiviral activity, cell-based, CPE readout (AID 1621); West Nile virus-infected cells, CPE inhibition; higher % means a stronger effect; CPE inhibition, % at 10 µM; hits with a dose series show IC50 in µM; 290,000 compounds, 0.02% hits; in the data active means a potency from the dose series; inconclusive means CPE inhibition mostly from about 3.7% at the one dose, without a potency; inactive means the rest, 99 in 100 with CPE inhibition below about 2.2%; further: strong numbers were not always called active
KOR beta-arrestin-2: KOR agonists, beta-arrestin recruitment, primary screen, cell-based, luminescence, uHTS (AID 1777); KOR beta-arrestin recruitment, luminescence; higher % means a stronger effect; activation, % at 10 µM, or EC50 in µM where a hit was titrated; 280,000 compounds, 0.02% hits; in the data active means activation above about 50%, passing the limit was not always enough; further: a part of the inactive calls stands beside numbers as strong as those of hits
NOD2 inhibition: NOD2 signaling inhibitors, cell-based, luminescence, uHTS, HEK293 (AID 1566). HEK293 NOD2/NF-kB luciferase reporter, luminescence; higher % means a stronger effect. one-dose inhibition, % at 4 µM; EC50 in µM for titrated hits. 290,000 compounds, 0.63% hits; further: many of its hits are not listed in these tables
NS5 inhibitors: Dengue-2 NS5 methyltransferase inhibitors, primary screen, biochemical, confirmation dose response (AID 588689). Dengue-2 NS5 methyltransferase capping enzyme assay, biochemical; higher % means a stronger effect. inhibition, % at 25 µM, or IC50 in µM where a hit was titrated. 340,000 compounds, 0.3% hits; in the data active means a potency from the dose series; inconclusive means inhibition above about 29% without an active follow-up result
HIV peptide binding: inhibitors of HIV fusion peptide binding, primary screen, biochemical, uHTS, fluorescence dequenching (AID 1986). cell-free peptide binding, fluorescence dequenching, 30 min; higher % means a stronger effect. inhibition, % at 20 µM, or IC50 in µM where a hit was titrated. 290,000 compounds, 0.3% hits; in the data active means inhibition mostly above about 52%, no sharp cut-off; inactive means mostly below about 76%; further: some results filed as inactive read as strong as hits
Yfh1-depleted yeast: enhancers of respiration in Yfh1-depleted yeast, dose response, Friedreich's ataxia, plus single-dose screen (AID 1465) | one-dose fold induction at 50 µM; EC50 in µM for titrated hits | 220,000 compounds, 0.074% hits | S. cerevisiae Yfh1-off respiration, WST-1 reduction, 72 h; higher fold induction means a stronger effect;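 active means fold induction of absorbance versus untreated yeast above a set limit, then at least 30% activation at any dose in follow-up; inconclusive means repeats straddling the limit, or above it without dose testing; inactive means fold induction below the set limit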;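 further: activators that raise dye reduction in frataxin-depleted yeast; strong numbers were not always called active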
AID2073: disruptors of CaV2.2 binding to Mint1 – biochemical, HTRF (AID 2073); HTRF protein-protein interaction, Mint1-CaV2.2; higher % means a stronger effect; one-dose inhibition, % at 20 µM; IC50 in µM for titrated hits; 290,000 compounds, 0.19% hits; in the data active means inhibition mostly above about 51%, no sharp cut-off; inconclusive means no clear call, values can overlap the other calls; inactive means mostly below about 53%; further: some results filed as inactive read as strong as hits
NS5 inhibitors pilot replicate: further read-out of NS5 inhibitors, marked with its call; inhibition, %; measured here: pilot screen replicate inhibition
An asterisk follows results filed as active; i = inactive; ? = inconclusive; / = not tested or not shown; [ ] = dose if it differs, or a comment. Unless noted, no stated cut-off is given here; in the data, active means inhibition above about 50%; inactive means the rest. A portion of the library (hit frequency here may not be typical).

SMILES	KOR beta-arrestin-1	NOD1 NF-kB reporter	West Nile antiviral	KOR beta-arrestin-2	NOD2 inhibition	NS5 inhibitors	HIV peptide binding	Yfh1-depleted yeast	AID2073	others
Cc1ccc(C2CC(=O)NC(SCC(=O)OCc3ccccc3)=C2C#N)o1 (configuration not stated)	-30%	9%	0.5%	0.8%	3%	5%	5.1%	i	2%
Cc1cc(NC(=O)CSc2nnc(NC(=O)C3CC(=O)N(c4ccccc4)C3)s2)no1 (configuration not stated)	-30%	1%	0.0%	7.0%	9%	-4%	0.6%	i	46%
CCOC(=O)C1CCCN(C(=O)c2cc3ccccc3oc2=O)C1 (configuration not stated)	-23%	-33%	0.2%	-0.2%	11%	-5%	-1.1%	i	4%
Cc1cc(-c2ccccc2)[nH]c(=O)c1C#N	-9%	-32%	0.2%	2.4%	6%	1%	0.4%	i	34%
Cc1ccc(NCC(=O)N/N=C/c2cccn2C)cc1	-3%	-7%	0.1%	3.6%	-9%	0%	-1.0%	i	-8%
COc1ccc(Cl)cc1NC(=O)C(C)N1CCN(C/C=C/c2ccccc2)CC1 (configuration not stated)	-9%	1%	-0.6%	-1.4%	8%	-12%	-0.2%	i	1%
Cc1cc(-c2ccccc2)nc(N/N=C/c2ccc(O)cc2O)n1	-29%	-4%	?	-3.5%	6%	5%	-1.4%	/	7%
Cc1cc(C)c(NC(=S)N(CCN(C)C)Cc2cccs2)c(C)c1	-23%	5%	-1.0%	-0.6%	-1%	-2%	-1.2%	i	-32%
COc1cccc(/C=C/C(=O)OCCN2C(=O)c3ccccc3C2=O)c1	7%	-1%	0.5%	5.7%	7%	-4%	-2.4%	/	11%
Cc1ccc(NC(=O)c2cc(S(=O)(=O)N3CCOCC3)cn2C)cc1F	2%[20 µM]	-10%	-0.6%	-0.8%	9%	-3%	-1.4%	/	10%
O=C(Oc1ccc([N+](=O)[O-])cc1)c1cc(-c2ccccc2)nc2ccccc12	8%	12%	0.4%	-0.1%	4%	1%	1.4%	i	-10%
CCCNC(=O)c1ccc2c(=O)c(O)c(-c3ccc(OC)cc3)[nH]c2c1	17%	1%	-0.2%	0.4%	-3%	-2%	-4.6%	i	45%
CCN1CC(O)=C(c2nc3ccccc3s2)C1=N	22%	-19%	1.6%	1.4%	-11%	-3%	1.1%	i	0%
Cn1nc(C(=O)NCCc2ccc(S(N)(=O)=O)cc2)c2c1-c1ccccc1S(=O)(=O)C2	-22%	-4%	1.4%	-3.3%	15%	-9%	1.8%	/	10%
NC(=O)COc1cc2oc(=O)c3c(c2cc1Cl)CCCC3	-36%[20 µM]	18%	-0.3%	-6.9%	9%	-3%	1.0%	/	0%	NS5 inhibitors pilot replicate=-0.6
O=C1CCCN2N=C(SCC(=O)Nc3ccc([N+](=O)[O-])cc3)SC2=N1	-39%	-11%	-0.5%	2.7%	-6%	-1%	-0.2%	/	4%
CNC(=O)CNC(=O)Nc1ccc(Cl)c(Cl)c1	-16%[20 µM]	-17%	0.2%	-4.0%	17%	2%	-1.3%	i	-4%
O=C(NNc1nc2cc3c(cc2s1)OCO3)c1ccccc1	6%	-17%	/	-1.7%	3%	-1%	-0.8%	/	16%
COc1cc(NC(=O)CSc2nnc(Cn3nnc4ccccc43)n2C)cc(OC)c1	11%	-38%	-0.3%	-5.0%	8%	-1%	3.5%	i	15%
CCOc1cccc(/C=N/Nc2nc(N3CCCC3)nc(N3CCCC3)n2)c1O	-26%	33%*	0.3%	-1.2%	-9%	-5%	-0.1%	i	-7%
CCC(=O)Nc1cccc(NC(=O)c2cc3ccccc3o2)c1	2%	-65%	/	-3.5%	-114%	5%	-0.5%	/	10%
COc1cccc(OCCNc2cc(Cl)ccc2[N+](=O)[O-])c1	-11%	-10%	-0.5%	-3.9%	-10%	-3%	-2.5%	i	2%
CC(C)(C)OC(=O)NCCC(=O)N/N=C/c1ccc2ncccc2c1	11%	-4%	0.4%	-0.2%	10%	4%	-0.6%	i	-8%
COc1ccccc1NC(=O)CSc1nnc(CSc2nc(C)cc(C)n2)o1	-9%[20 µM]	-20%	-0.1%	-5.0%	16%	-2%	-0.6%	i	-4%

Five compounds from above, sorted by length of the SMILES, rising.
SMILES	KOR beta-arrestin-1	NOD1 NF-kB reporter	West Nile antiviral	KOR beta-arrestin-2	NOD2 inhibition	NS5 inhibitors	HIV peptide binding	Yfh1-depleted yeast	AID2073	others
CCN1CC(O)=C(c2nc3ccccc3s2)C1=N	22%	-19%	1.6%	1.4%	-11%	-3%	1.1%	i	0%
COc1cccc(OCCNc2cc(Cl)ccc2[N+](=O)[O-])c1	-11%	-10%	-0.5%	-3.9%	-10%	-3%	-2.5%	i	2%
COc1ccccc1NC(=O)CSc1nnc(CSc2nc(C)cc(C)n2)o1	-9%[20 µM]	-20%	-0.1%	-5.0%	16%	-2%	-0.6%	i	-4%
CCOc1cccc(/C=N/Nc2nc(N3CCCC3)nc(N3CCCC3)n2)c1O	-26%	33%*	0.3%	-1.2%	-9%	-5%	-0.1%	i	-7%
O=C1CCCN2N=C(SCC(=O)Nc3ccc([N+](=O)[O-])cc3)SC2=N1	-39%	-11%	-0.5%	2.7%	-6%	-1%	-0.2%	/	4%

Continuation.
SMILES	KOR beta-arrestin-1	NOD1 NF-kB reporter	West Nile antiviral	KOR beta-arrestin-2	NOD2 inhibition	NS5 inhibitors	HIV peptide binding	Yfh1-depleted yeast	AID2073	others
COc1ccc(NC(=O)CSc2nc(-c3ccc(C)cc3)cc(C(F)(F)F)c2C#N)cc1	-17%	6%	-0.2%	-0.4%	22%	-15%	-0.5%	i	30%
C=C1CCN([C@H](C(=O)OCc2ccc(C)cc2)C(C)C)S(=O)(=O)c2ccccc21	1%	-2%	0.6%	0.5%	-1%	0%	1.3%	i	3%
CCCc1cnc(N2CCN(C(=O)c3c(-c4ccccc4)noc3C)CC2)nc1	8%	-9%	-1.0%	4.9%	18%	-5%	-1.4%	i	8%
O=C1NC2=C(CCc3ccccc32)C(c2ccccc2)N1 (configuration not stated)	36%	-14%	-0.4%	2.6%	17%	7%	-1.0%	i	-2%
Cc1ccc(SCC(=O)O/N=C(\N)c2cccnc2)cc1	-7%	-14%	-0.7%	2.4%	2%	-6%	0.2%	/	-3%
COc1ccc(C(=O)Cn2c(Cl)nc3c2c(=O)n(C)c(=O)n3C)cc1	1%	-5%	0.0%	2.7%	32%	3%	1.4%	i	5%
Cc1cnc(NC(=O)COc2ccccc2Cl)s1	-13%	-15%	-0.9%	0.8%	5%	-2%	-0.7%	i	?
Cc1ccc(CN2CCN(/N=C/c3ccc(C)s3)CC2)c(C)c1	-12%	0%	-1.2%	-2.9%	-9%	-6%	-1.2%	i	-9%
COc1cc(C(=O)Nc2ccccn2)cc(OC)c1OC	9%	12%	-0.1%	0.5%	7%	-3%	0.1%	i	8%
COc1ccc(-n2c(=S)[nH]c3cc(C(=O)NCc4ccc(F)cc4)ccc3c2=O)c(OC)c1	-1%	-1%	-0.6%	-1.2%	17%	-14%	-2.3%	/	-18%
Cc1ccc(C(C)C)c(OCCCN2C(=O)NC(C)(C)C2=O)c1	28%	-10%	-1.2%	-6.3%	11%	-5%	1.4%	i	-2%
Cc1cc(N2CCOCC2)n2cc(-c3ccc(F)cc3)nc2n1	0%	-10%	-0.2%	-1.6%	19%	-1%	-1.0%	i	3%
C#CCOc1ccc(Br)cc1C(c1c(C)[nH][nH]c1=O)c1c(C)[nH][nH]c1=O	-2%	14%	-0.3%	-1.8%	12%	-4%	-0.5%	/	-2%
S=C(c1ccc2c(c1)OCO2)N1CCCCC1	-37%	-17%	0.4%	-0.9%	6%	-12%	-1.3%	i	-6%
CCCN(CCC)Cc1cc(=O)oc2cc3c(cc12)CCC3	-16%	-1%	-0.4%	0.0%	-3%	-2%	2.3%	i	-9%
S=C(c1ccc(N2CCOCC2)cc1)N1CCOCC1	-32%	21%	-0.7%	-5.7%	4%	-4%	-1.2%	i	-3%
O=C(CSc1ccc2nnc(-c3ccncc3)n2n1)NCC1CCCO1 (configuration not stated)	2%	2%	/	-3.0%	16%	-1%	7.7%	/	2%
OCC1(CCc2ccccc2)CCN(Cc2ccc3nsnc3c2)CC1	-4%[20 µM]	-8%	0.0%	/	11%	-2%	2.4%	i	0%
COc1ccc(OCCn2c(N)nc3ccccc32)cc1	-17%[20 µM]	31%	-1.4%	2.5%	7%	1%	-1.4%	/	5%
Clc1nc2c(-c3ccccc3)nnn2c2ccccc12	/	-1%	3.2%	-6.7%	-9%	-11%	-0.7%	i	-8%
O=C(c1ccc2c3n(nc2c1)-c1ccc(Cl)cc1CO3)N1CCCCC1	-23%	8%	-0.9%	5.4%	-113%	-9%	-2.3%	i	23%
COc1ccc(C(=O)Nc2cc(C)nn2-c2cccc(F)c2)cc1	7%	-5%	-1.2%	-2.8%	15%	0%	-0.3%	/	20%
N=c1n(Cc2ccccc2)c2ccccc2n1CC(O)c1ccco1 (configuration not stated)	-9%	7%	-0.4%	3.5%	14%	18%	1.1%	i	-3%
O=C(COC(=O)c1cncc(Br)c1)Nc1nc(-c2ccc(F)cc2)cs1	6%	-14%	0.5%	3.2%	4%	6%	0.1%	i	10%
CCOC(=O)C1CCCN(CC(=O)Nc2c(C(=O)OC)[nH]c3ccccc23)C1 (configuration not stated)	15%	-21%	-0.2%	1.9%	10%	2%	2.0%	i	12%
COc1ccc(C(=O)C2CCCN(Cc3cccn3-c3ccccn3)C2)c(OC)c1 (configuration not stated)	-12%[20 µM]	-12%	-0.2%	/	25%	5%	-0.1%	i	7%
Cc1cccc(N2CCN(C(=O)CCS(=O)(=O)c3ccc(Br)cc3)CC2C)c1 (configuration not stated)	-32%	-25%	/	-2.6%	-2%	-2%	-2.4%	i	21%
COc1ccc(Cl)c(OC)c1C(=O)NC(=O)Nc1nc(C)nc(C)n1	3%	-14%	0.0%	-4.5%	3%	1%	-1.5%	/	10%
CN=C(Nc1cc(C)nn1CCC#N)c1ccc(F)cc1	13%	-7%	-1.1%	-5.0%	-8%	-1%	3.8%	i	19%
COc1ccc(N2CCN(c3oc(COc4ccccc4Cl)nc3C#N)CC2)cc1	18%	-43%	-0.9%	-3.1%	-50%	1%	0.4%	i	11%	NS5 inhibitors pilot replicate=-2.3
Nc1nnnn1/N=C/c1ccccc1OCc1ccccc1	-28%	-7%	1.4%	-0.4%	-17%	-1%	10%	i	-2%
O=C(Nc1ccccc1)N1CCN(Cc2ccc(Cl)cc2)CC1	-38%[20 µM]	-23%	-0.8%	-1.5%	8%	-10%	-2.0%	i	-2%
C[C@@H](C(=O)NCc1ccccc1)[C@@H]1C[C@@]1(C)[C@@H](NC(=O)OCc1ccccc1)c1ccccc1	-4%	-3%	-1.0%	2.9%	3%	-6%	0.1%	i	0%
CC(=O)c1ccc(COC(=O)Cc2ccc([N+](=O)[O-])cc2)cc1	-20%[20 µM]	-23%	0.1%	6.6%	5%	3%	-1.2%	/	-4%
CCOc1ccc2cc(C(=O)NCc3ccccc3)c(=N)oc2c1	-16%	-12%	-0.1%	4.5%	-5%	0%	0.1%	/	6%

Screens as filed in PubChem.
